Screening results as filed in PubChem BioAssay.
Abeta yeast res – qHTS for compounds that reverse cellular toxicity of Amyloid beta (A-beta) peptide in yeast: Primary Screen; yeast expressing A-beta42, growth rescue, OD600, 48 h; response scale: 0% DMSO, 100% iron-clioquinol control; Potency, µM (doses to about 46.1 µM), for the others: at the top dose growth rescue, usual class: activators; 0.063% of 410,000 active; AID 1347071, 2019; note: potency is the fitted concentration of half-maximal effect; nearly all actives have a fitted effect of over 55% in size
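Yeast A-beta toxicity model in growth medium with pinned compounds, 48 h at 30 C; growth read as absorbance at 600 nm. Normalized to FeCl3/clioquinol equimolar mix (positive) and DMSO (negative).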
HepG2 tox – qHTS for Inhibitors of TGF-b: Cytotox Counterscreen | Potency, µM (doses to about 46.1 µM), inactives show at the highest dose activity change, negative = cytotoxicity, usual class: cytotoxic | 0.76% of 410,000 active | HepG2 CAGA-GFP viability, ATP luminescence, 18 h; note: potency is the fitted concentration of half-maximal effect; some results filed as inactive show a strong effect at the top dose
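HepG2 CAGA-GFP cells (1000/well, DMEM with 1% FBS) received compound, then TGF-beta at 500 pg/mL final, and were incubated 18 hours at 37 degrees C. Viability was read by CellTiter-Glo luminescence. Media-only wells were set as complete cell-killing and DMSO as no toxicity.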
Nrf2 ARE act – qHTS of Nrf2 Activators | AREc32 ARE-luciferase reporter (MCF7-derived line), luminescence, 24 h | Potency, µM (series often up to 46.1 µM), without a hit: at the top dose activation, actives largely listed as activators | 0.31% of 410,000 active; note: potency is the fitted concentration of half-maximal effect; % of control where 0% means no effect; nearly all actives have a fitted effect of over 65% in size
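For detection, Steady-Glo was added and plates sat 30 min at RT; before that, AREc32_Fluc cells grown overnight in OPTI-MEM/5% FBS had been treated with 23 nL compound for 24 hr at 37 deg C.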
pAkt inh – HTS Assay for Inhibitors of Akt Phophorylation: Primary Screen. Neuro2A IGF-stimulated pAkt S473 HTRF, 20 min; stronger effect = lower value. activity change, % for hits at 50 µM. 0.32% of 360,000 active. AID 651550, 2012; in the data active = activity change below about -80%; inconclusive = mostly about -51% to -80%; note: % is set by controls: 0 for no effect and ±100 for the full control effect
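Single-point screen (50 µM final compound) in Neuro2A cells stimulated 20 min with 6 nM IGF at 37 deg C. After lysis, Ser473-phosphorylated Akt read by HTRF (ex 330 nm, em 615/665 nm) as the 665/615 ratio.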
A549 viability – Nrf2 qHTS screen for inhibitors: counterscreen for cytotoxicity | A549 ARE-Fluc cells, CellTiter-Fluor viability, 18-24 h | Potency, µM (titrated, usually from 46 µM), for inactives: at the top dose activity change, negative = cytotoxicity, most hits filed as inhibitors | 0.16% of 390,000 active | AID 504648, 2011; note: potency is the fitted concentration of half-maximal effect; % is set by controls: 0 for no effect and ±100 for the full control effect
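A549 ARE-Fluc cells in 5% FBS OPTI-MEM, 5000 cells/well, rested 2 h then exposed to compounds in concentration-response for 18-24 h at 37 °C. Viability by CellTiter-Fluor fluorescence (Ex 405/Em 525) after 30 min; luciferase luminescence (BugLite, 15 min, RT) read afterwards.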
TGFb inhibitor – qHTS for Inhibitors of TGF-b. HepG2 CAGA-GFP TGF-b/SMAD3 reporter, GFP fluorescence, 18 h; TGF-beta stimulated, 500 pg/mL final. Potency, µM (titrated, usually from 46.1 µM), for inactives: top-dose activity, negative = inhibition, most hits filed as inhibitors. 1.2% of 410,000 active. AID 588855, 2011; note: potency is the fitted concentration of half-maximal effect; % is set by controls: 0 for no effect and ±100 for the full control effect; nearly all actives have a fitted effect of over 65% in size
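Read-out: total well GFP (ex488/em500-530) summed from mean per-cell fluorescence. Cells: HEPG2 CAGA-GFP, 1% FBS DMEM, 18 h at 37 degrees C with 500 pg/mL final TGF-beta. Unstimulated wells served as the full-inhibition control; stimulated DMSO wells = 0%.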
Nrf2 block – Nrf2 qHTS screen for inhibitors | AID 504444, 2011 | A549 ARE-Fluc reporter, luciferase luminescence, 18-24 h | Potency, µM (doses to about 46 µM), for the others: at the highest dose activity change, negative = inhibition, usual class: inhibitors | 2.1% of 360,000 active; note: potency is the fitted concentration of half-maximal effect; % is set by controls: 0 for no effect and ±100 for the full control effect; nearly all actives have a fitted effect of over 60% in size
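In this cell-based qHTS, ARE-driven firefly luciferase in A549 cells reports Nrf2 activity; the luminescent signal after BugLite lysis is the measured value, with a prior CellTiter-Fluor read for cell health.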
Mm-Cpn inhibitor – Inhibitors of TCP-1 ring complex (TRiC) of Methanococcus maripaludis (MmCpn): qHTS | Chaperonin Mm-Cpn (Methanococcus maripaludis) | purified Mm-Cpn ATPase, ADP Transcreener TR-FRET | Potency, µM (series often up to 76.9 µM), for the others: top-dose activity, negative = inhibition, most hits filed as inhibitors | 0.031% of 330,000 active | AID 504842, 2011; note: potency is the fitted concentration of half-maximal effect; % is set by controls: 0 for no effect and ±100 for the full control effect; nearly all actives have a fitted effect of over 80% in size
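25 nM Mm-CPN + cpd, 10 min 37°C; + 10 uM ATP, 30 min 37°C; buffer 30 mM Tris pH 7.4, 100 mM KCl, 5 mM MgCl2, 1 mM DTT; Transcreener ADP HTRF detection 30 min RT.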
CCT chaperon mod – High-Throughput Screening for Modulators of Cytosolic Chaperonin Activity | 0.3% of 360,000 active | purified chaperonin ATPase assay, HTRF ADP detection, 30 min | AID 651819, 2012 | activity change, % (concentration not given with the values), hits read low; in the data active = activity change below about -30%; note: % is set by controls: 0 for no effect and ±100 for the full control effect
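TRiC at 40 or 20 nM final (batch-dependent) in 30 mM Tris pH 7.4, 100 mM KCl, 5 mM MgCl2, 1 mM DTT, with compound at single 76 uM and 10 uM ATP, 30 min at 37 deg C. ADP detected by HTRF Transcreener, 665/615 ratio.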
* hit, by the source's call; i = inactive; ? = inconclusive; · = not tested or not shown; & = joins results of further samples; [ ] = dose if it differs, or a comment. Unless noted, calls come from the whole dose curve; as a rule, active = well fitted curve in the direction sought with a large enough effect; inconclusive = small, poorly fitted or top-dose-only effect, or another doubt; inactive = no such curve, though single readings can be large; an effect the other way counts as inactive or inconclusive.

SMILES | Abeta yeast res | HepG2 tox | Nrf2 ARE act | pAkt inh | A549 viability | TGFb inhibitor | Nrf2 block | Mm-Cpn inhibitor | CCT chaperon mod
C/C=C/c1ccc(OCC(=O)Nc2cc(OC)c(OC)c(OC)c2)c(OC)c1 | -11% | 3% | 2.2% | i | 9% | -1% | ? | -4% | 1.0
CC1CCCc2sc3nc(N4CCN(CCO)CC4)n4ncnc4c3c21 (stereo not drawn) | -5% | -26% | 4.9% | i | -19% | 11% | ? | 0% | -1.2
NNC(=O)c1ccc(COc2ccc3ccccc3c2)o1 | -9% | -69% | 0.8% | i | 3% | ? | ? | 0% | 0.5
CC(C#N)Sc1nc2ccccc2c(=O)n1-c1ccccc1 (stereo not drawn) | -10% | -10% | -0.3% | i | -12% | -6% | 21% | -1% | -5.3
CCCCOc1ccc(C(=O)N/C(=C\c2cccc([N+](=O)[O-])c2)C(=O)OCc2ccco2)cc1 | 1% | -15% | -0.8% | i | -5% | -13% | 4% | 3% | 0.4
CC(C)/C=N/Nc1nc2c(c(=O)n(C)c(=O)n2C)n1C | 11% | -13% | 2.8% | i | 0% | 3% | 4% | 2% | -3.3
CC(C)=C(NC(=O)c1ccccc1)C(=O)N1CCOCC1 | -26% | -1% | 0.0% | i | -2% | -4% | 4% | -1% | -1.0
CS(=O)(=O)N1CCC(C(=O)N2CCN(C(c3ccccc3)c3ccccc3)CC2)CC1 | -11% | 4% | 0.7% | i | 1% | 2% | 6% | 0% | -4.7
O=C(NC(=S)Nc1ccc(S(=O)(=O)Nc2nccs2)cc1)c1ccccc1F | -1% | 9% | 2.4% | i | -4% | -12% | -13% | 3% | -7.0
COc1ccc(-n2ccc(-c3nn(-c4cccc(C(F)(F)F)c4)ccc3=O)n2)cc1 | -4% | -1% | 2.6% | i | 3% | -1% | -8% | 1% | -5.9

Given field by field: 2 of the compounds above
CC(C#N)Sc1nc2ccccc2c(=O)n1-c1ccccc1 (stereo not drawn)
- Abeta yeast res = -10%
- HepG2 tox = -10%
- Nrf2 ARE act = -0.3%
- pAkt inh = i
- A549 viability = -12%
- TGFb inhibitor = -6%
- Nrf2 block = 21%
- Mm-Cpn inhibitor = -1%
- CCT chaperon mod = -5.3

CCCCOc1ccc(C(=O)N/C(=C\c2cccc([N+](=O)[O-])c2)C(=O)OCc2ccco2)cc1
- Abeta yeast res = 1%
- HepG2 tox = -15%
- Nrf2 ARE act = -0.8%
- pAkt inh = i
- A549 viability = -5%
- TGFb inhibitor = -13%
- Nrf2 block = 4%
- Mm-Cpn inhibitor = 3%
- CCT chaperon mod = 0.4

More records follow:
SMILES | Abeta yeast res | HepG2 tox | Nrf2 ARE act | pAkt inh | A549 viability | TGFb inhibitor | Nrf2 block | Mm-Cpn inhibitor | CCT chaperon mod
Cc1cccc(-n2c(C)cc(/C=N/NC(=O)c3cccc([N+](=O)[O-])c3C)c2C)c1 | 3% | 3% | -0.5% | i | -5% | 0% | 0% | 0% | 0.1
COCCNc1nc2c(c(=O)n(C)c(=O)n2C)n1CCCc1ccccc1 | -3% | -20% | -0.1% | i | · | 1% | · | · | 1.1
CCOC(=O)c1c(Nc2cc(C)cc(C)c2)nnc(-c2ccccc2)c1-c1ccccc1 | -8% | -8% | 0.8% | · | -5% | -14% | -1% | · | ·
O=C(O)c1cc(Cl)ccc1NC(=O)C1CCCO1 (stereo not drawn) | -10% | -5% | -0.7% | i | -1% | 14% | 10% | 0% | -1.4
CCN(C(=S)Nc1ccc(OC(F)F)cc1)C1CCCCC1 | 15% | 6% | 0.5% | i | 6% | 2% | ? | 0% | 1.3
O=C(Nc1nc2ccc(Cl)cc2s1)c1ccc(Br)o1 | -13% | -15% | ? | · | -5% | 5% | ? | -4% | 2.7
O=C(N1CCN(c2ccccc2)CC1)C1(S(=O)(=O)c2ccc(Cl)cc2)CC1 | 0% | -14% | -0.8% | i | 7% | -8% | -3% | 0% | -3.1
CNc1sc(C(=O)c2ccc(F)cc2)c(N)c1-c1nc2ccccc2s1 | -59%[inhibitor] | 0% | 11µM* | i | -18% | -21% | 11% | -1% | 0.8
Cc1ccccc1NC(=O)c1ccc(CSc2ncccn2)cc1 | -1% | -31% | 3.7% | i | 6% | -7% | ? | -1% | -0.6
O=C(Nc1ccc(N2CCOCC2)cc1N1CCOCC1)c1ccco1 | 8% | -14% | -0.7% | i | -17% | -24% | ? | -1% | -3.3
O=C(O)C1CC=C(Cl)CC1C(=O)NCc1ccccc1 (stereo not drawn) | -2% | 2% | -0.9% | i | 2% | 0% | 5% | 0% | -0.5
Cc1cc(OCC(=O)NCC2(N3CCOCC3)CCCCC2)ccc1Cl | -5% | -23% | 4.3% | · | 9% | 0% | 17% | · | ·
O=C(c1cc(N2C(=O)C3C4CCC(C4)C3C2=O)ccc1Cl)N1CCN(c2ccccc2)CC1 (stereo not drawn) | -1% | -18% | -0.1% | i | -7% | ? | ? | -2% | 0.0
COc1ccc(C(=O)N2c3ccccc3C(=O)OC2c2ccc3c(c2)OCO3)cc1 (stereo not drawn) | -14% | -14% | 0.2% | i | -7% | 38%[activator] | ? | 0% | -2.6
CCN(C(=O)CN1C(=O)c2ccc([N+](=O)[O-])cc2C1=O)C1CCS(=O)(=O)C1 (stereo not drawn) | 4% | 0% | 0.0% | i | -1% | -8% | 7% | 1% | 2.3
CC(=O)Nc1ccc(NC(=O)CCC(=O)NCCO)cc1 | -4% | 1% | -0.4% | · | -4% | -9% | · | 1% | -1.9
Cc1cc(=O)n(CC(=O)NCCC(C)C)c2c1c(C)nn2C | -8% | -20% | 1.0% | · | -1% | -34% | -38% | · | ·
CCC1CN(C(=O)NCc2ccc(C)cc2)c2cc(Cl)ccc2O1 (stereo not drawn) | 5%&-3% | -1%&-18% | -0.7%&7.9% | i | 5%&11% | ? | -18%&22% | -1% | 1.4
CC[C@@H](C)[C@@H](C(=O)N1CCN(C(=O)OC(C)(C)C)CC1)n1cc(CCCN=C(NC(=O)OC(C)(C)C)NC(=O)OC(C)(C)C)nn1 | 4% | 6% | 0.3% | i | -7% | 8% | 10% | · | 0.8
CCn1cc(C(=O)N2CCN(c3cccc(C(F)(F)F)c3)CC2)c2cc(OC)c(OC)cc2c1=O | -8% | -27% | 8.5% | · | ? | ? | ? | · | ·
Cn1c(=O)c2cc(S(=O)(=O)NCCC(=O)NCCC3=CCCCC3)ccc2n(C)c1=O | 0% | -11% | 0.2% | i | 9% | -9% | -1% | 0% | -0.9
Cc1ccnc(N2CCC(C(=O)Nc3ccc4c(c3)OCCO4)CC2)n1 | -1% | 0% | 0.0% | i | 1% | -26% | 7% | 1% | -1.4
CONC(=O)c1ccc(-c2cccc3nccn23)cc1 | -11% | 7% | 0.2% | i | · | 1% | · | · | 1.5
CC1(C)Cc2c(c(=S)nc(-c3ccccc3)n2CCN2CCOCC2)CO1 | 5% | 2% | -0.3% | i | -1% | ? | · | -1% | -2.8
COc1ccc(CCNC2=C(Cl)C(=O)N(CCc3ccc(OC)c(OC)c3)C2=O)cc1OC | 0% | -23% | -0.3% | i | -9% | -10% | ? | 1% | -0.7
O=S(=O)(c1ccc2ccccc2c1)N1CCN(S(=O)(=O)N2CCCCC2)CC1 | -5% | 5% | -1.5% | i | 6% | 12% | · | -1% | 0.7
COc1ccccc1-n1cnc2cc(NC(=O)c3ccco3)ccc21 | -3% | 8% | 2.6% | i | -6% | ? | 3% | -2% | 3.2
COc1cc(C2Nc3ccc4ncccc4c3C3=C2C(=O)CCC3)cc(OC)c1O (stereo not drawn) | -2% | 4% | -0.2% | i | ? | -2% | ? | 1% | -0.6
OCc1ccccc1-c1nc(NCc2ccccc2)nc2ccsc12 | -4% | -12% | 6.5% | i | · | -12% | · | · | 0.4
CCCCCOC(=O)CSc1nnc(-c2cc(OC)c(OC)c(OC)c2)o1 | 23% | 1% | -0.9% | i | -5% | 4% | 0% | 0% | 0.5
CC(C)(C)NCC(=O)N/N=C/c1ccc(OCc2ccccc2)cc1 | 6% | -22% | 8.7% | i | -5% | 20% | 22% | 1% | -0.5
O=C(NCCCN1CCOCC1)c1cccc(S(=O)(=O)N2CCc3ccccc32)c1 | 10% | 0% | 0.0% | i | · | 0% | · | · | 1.8
CC(C)c1nc(CNC(=O)CC2C(=O)NCCN2Cc2cccc(F)c2F)cs1 (stereo not drawn) | 14% | -22% | -0.5% | i | -5% | -1% | 2% | -1% | -1.9
O=C(NC1CCCCC1)N(Cc1nc2ccccc2c(=O)[nH]1)C1CCCCC1 | 12% | 7% | 14% | i | 7% | -12% | 16% | 2% | 2.7
Cc1ccc(-n2c(=O)c3cccnc3n2CC(=O)Nc2cccc(C)c2C)cc1 | -11% | -31% | 1.1% | · | -5% | -29% | ? | · | ·
CC(=O)N1CCc2c(sc3c2c(=O)n(-c2ccccc2C)c(=O)n3Cc2cccc(F)c2)C1 | -17% | -31% | 13% | · | 13% | -46% | 3% | · | ·
N/C(=N\OC(=O)c1cccc2ccccc12)c1cccc([N+](=O)[O-])c1 | 3% | 1% | 26% | i | -2% | -11% | · | -14% | 0.6
